Compound activity as filed in PubChem BioAssay.
FLuc stim CS: firefly luciferase counter-screen for stimulation assays | 200,000 tested, under 10 active | ATPlite luciferase biochemical, luminescence, 10 min; 0 = ATP-free wells, 1 = DMSO control | activation factor at 10 µM | AID 1027 | P08659;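 active = luciferase activation factor, scaled between plate controls, of at least 2 with compound at 10 µM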
Target sequence (P08659 whole entry, looked up): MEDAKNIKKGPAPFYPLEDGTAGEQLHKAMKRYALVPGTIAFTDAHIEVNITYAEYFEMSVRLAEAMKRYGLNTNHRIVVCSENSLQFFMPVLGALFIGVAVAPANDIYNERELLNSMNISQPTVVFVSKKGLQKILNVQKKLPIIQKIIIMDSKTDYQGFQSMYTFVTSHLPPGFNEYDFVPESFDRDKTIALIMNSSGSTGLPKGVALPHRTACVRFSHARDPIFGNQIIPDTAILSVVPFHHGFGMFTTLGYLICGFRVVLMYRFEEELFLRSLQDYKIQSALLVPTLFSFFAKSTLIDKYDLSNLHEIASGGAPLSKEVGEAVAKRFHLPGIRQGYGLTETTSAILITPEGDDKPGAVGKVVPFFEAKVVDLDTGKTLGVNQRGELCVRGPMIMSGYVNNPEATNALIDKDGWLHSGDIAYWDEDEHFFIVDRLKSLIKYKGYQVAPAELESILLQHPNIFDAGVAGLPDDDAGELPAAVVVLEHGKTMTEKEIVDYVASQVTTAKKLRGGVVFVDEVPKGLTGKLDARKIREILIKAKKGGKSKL
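System: Luciferase/luciferin detection reagent, cell-free biochemical luciferase assay | Medium: PBS buffer for ATP | Dosing: Test compounds dosed from 2 mM stocks in 100% DMSO | Timing: 10 min at ambient temperature | Signal: Luminescence measurement of luciferase light output | Evaluation: Luciferase activation, seen as luminescence increase over controls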
FLuc inhib CS: counter-screen for luciferase assay inhibitors: firefly luciferase inhibition | P08659 | ATPLite firefly luciferase biochemical luminescence, 10 min | inhibition, % at 10 µM | actives 1.5% (n = 200,000) | AID 1006;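 active = inhibition above about 50% when tested at 10 µM, limit read from the data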
NF-kB expr up: raises NF-kB expression in human neuronal cells; NF-kB reporter expression; hits give high values; fold change at 12.5 µM; actives 1.6% (n = 190,000); in the data active = fold change above about 3.3
TNAP act hi DEA: activators of human TNAP at high phosphate acceptor concentration; P05186; purified TNAP, CDP-star luminescence, 1 M DEA, 30 min; hits give high values; 0 = EDTA background, 1 = DMSO-only activity; activation factor at 20 µM; 200,000 tested, under 10 active; AID 1136;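 active = activation factor at least 2 at 20 µM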
Target sequence (P05186 whole entry, looked up): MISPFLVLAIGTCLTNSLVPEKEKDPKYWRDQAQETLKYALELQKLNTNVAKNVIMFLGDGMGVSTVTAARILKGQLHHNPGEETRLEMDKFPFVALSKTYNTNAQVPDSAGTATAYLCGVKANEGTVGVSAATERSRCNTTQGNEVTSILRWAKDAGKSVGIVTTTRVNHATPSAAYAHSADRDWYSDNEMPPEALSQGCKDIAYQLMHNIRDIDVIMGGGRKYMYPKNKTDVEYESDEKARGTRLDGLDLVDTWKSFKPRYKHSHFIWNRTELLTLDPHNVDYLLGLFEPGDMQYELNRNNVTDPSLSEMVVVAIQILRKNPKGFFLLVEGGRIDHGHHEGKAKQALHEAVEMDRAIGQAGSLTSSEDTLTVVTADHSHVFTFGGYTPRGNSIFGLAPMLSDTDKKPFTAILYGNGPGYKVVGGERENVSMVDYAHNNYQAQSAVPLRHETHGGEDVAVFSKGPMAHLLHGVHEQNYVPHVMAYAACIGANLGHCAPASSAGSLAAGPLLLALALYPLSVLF
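Assay system: human TNAP; Input: enzyme diluted 1/800 final; Reagent: CDP-star luminogenic substrate at 100 µM final; Timing: 30 min, room temperature; Signal: luminescence; Evaluation: TNAP activation factor scaled between EDTA and DMSO control wells.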
APP 5'UTR act: activates APP 5'UTR luciferase reporter. actives 1% (n = 190,000). SH-SY5Y APP 5'UTR luciferase reporter, luminescence; zero percent = DMSO vehicle wells. activation, % at 2 µM;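 active = activation above a set limit, based on mean plus 3 SD of controls, cut at about 140% in these data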; also: values of inactives mirror those of a sister screen read the other way
PMI act satM6P: increases human PMI activity with near-saturating mannose 6-phosphate; actives 0.34% (n = 190,000); P34949; activation factor at 20 µM; AID 1216; coupled PMI enzyme assay, resazurin fluorescence, 20 min; hits give high values; 1 = untreated enzyme, 0 = substrate-free blank;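 active = activation factor of 2 or more at 20 µM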
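Test system: human phosphomannose isomerase with PGI, G6PDH, diaphorase coupling enzymes; Amount: PMI at 15 ng/mL final; Reagent: Mannose-6-phosphate 1.0 mM (near-saturating) plus 0.22 mM NADP+; Timing: 20 min, room temperature; Technique: resorufin fluorescence at Ex 544/Em 590 nm; Dosing: 20 µM single dose.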
bIAP act: increases bovine intestinal alkaline phosphatase activity; purified bovine IAP, CDP-star luminescence, 30 min; hits give high values; fold of DMSO-control signal, blank-subtracted; activation factor at 20 µM; actives 0.17% (n = 200,000);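 active = activation factor of 2 or more at 20 µM, a signal rise over negative controls twice the positive control's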
TNAP inh hiacc: inhibitors of human TNAP at high phosphate acceptor concentration | P05186 | inhibition, % at 20 µM | AID 1135 | actives 0.03% (n = 200,000) | purified TNAP, CDP-star luminescence, 1 M DEA;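 active = over 50% inhibition of tissue-nonspecific alkaline phosphatase at 20 µM in the single-dose screen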;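 also: plate controls were DMSO wells for no effect and EDTA-quenched wells as full inhibition for full effect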
PMI act: phosphomannose isomerase (human) activation; P34949; purified human PMI, coupled resazurin fluorescence, 20 min; hits give high values; 1 = vehicle control, 0 substrate-free wells; activation factor at 20 µM; actives 0.005% (n = 190,000);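 active = activation factor of 2 or more at 20 µM, relative to plate controls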
TNAP inh noacc: blocks human TNAP activity with no phosphate acceptor present | P05186 | purified TNAP, CDP-star luminescence, 30 min | inhibition, % at 20 µM | actives 0.26% (n = 200,000);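 active = tissue-nonspecific alkaline phosphatase inhibition above about 50% at 20 µM in the single-dose screen, limit read from the data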;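 also: 0% = DMSO negative control and 100% = EDTA positive control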
The depositor's hits bear a star; / = no result given.

SMILES | FLuc stim CS | FLuc inhib CS | NF-kB expr up | TNAP act hi DEA | APP 5'UTR act | PMI act satM6P | bIAP act | TNAP inh hiacc | PMI act | TNAP inh noacc
O=C(Nc1ccccc1Oc1ccccc1)c1cnccn1 | 1.1 | -8.4 | 1.32 | 1 | -17.6 | 0.9 | 0.9 | -1.6 | 0.8 | -7.9
COC(=O)c1nn(-c2nc(-c3cccc(OC)c3)cc(C(F)(F)F)n2)cc1[N+](=O)[O-] | 1 | -0.9 | 1.07 | 1.1 | -12.5 | 1.1 | 0.9 | -5.0 | 1.1 | -6.9
O=C(Nc1c2c(nc3ccccc13)CCCC2)c1cccc([N+](=O)[O-])c1 | 1.1 | -7.6 | 0.64 | 1 | -0.3 | 1.1 | 1.2 | 1.1 | 0.9 | -13.5
CCCOC(=O)c1ccc(NC(=O)CCOc2ccccc2)cc1 | 1 | 0.4 | 1.55 | 1 | -3.3 | 0.8 | 0.7 | -0.3 | 0.8 | -0.3
O=C(Nc1cccc(-c2cn3c(n2)SCC3)c1)c1ccc2c(c1)OCO2 | 0.8 | 21.5 | 1.39 | 1 | 4.1 | 1 | 1 | -3.5 | 1 | -14.5
Nn1c(Cc2cccc3ccccc23)nnc1SCc1ccccc1 | 1 | -4.4 | 0.83 | 1 | 1.1 | 1.1 | 0.9 | -3.0 | 1.1 | -2.1
Cc1c(C)n(CC(O)CN2CCOCC2)c2ccccc12 (stereo not drawn) | 1 | -1.2 | 0.98 | 1 | -5.5 | 0.8 | 0.9 | -1.2 | 0.9 | -8.8
O=c1nc(N2CCOCC2)nc2n1CCO2 | 1.1 | -9.1 | 1.42 | 1 | 9.0 | 1 | 0.9 | -4.6 | 1 | -2.5
O=C1CC(Nc2ccc(N3CCOCC3)cc2)C(=O)N1Cc1ccccc1 (stereo not drawn) | 1 | -0.2 | 1.22 | 1 | 3.6 | 1 | 1 | 3.9 | 1.1 | -5.0
CCOC(=O)N1CCC(c2nc3ccccc3[nH]2)CC1 | 1 | -1.3 | 0.94 | 1.1 | -9.2 | 1 | 0.9 | -6.3 | 1 | -14.7
NNc1nc2c(Cl)cccc2s1 | 1 | -2.6 | 1.4 | 0.9 | 59.7 | 0.5 | 1 | 13.6 | 0.6 | -4.3
CC(C)=CC[N+]1(C)CCCCC1 | 1 | -3.9 | 0.96 | 1 | 7.9 | 0.9 | 0.6 | -2.0 | 0.9 | -5.6

6 records picked at random from the list so far:
SMILES | FLuc stim CS | FLuc inhib CS | NF-kB expr up | TNAP act hi DEA | APP 5'UTR act | PMI act satM6P | bIAP act | TNAP inh hiacc | PMI act | TNAP inh noacc
CCOC(=O)N1CCC(c2nc3ccccc3[nH]2)CC1 | 1 | -1.3 | 0.94 | 1.1 | -9.2 | 1 | 0.9 | -6.3 | 1 | -14.7
NNc1nc2c(Cl)cccc2s1 | 1 | -2.6 | 1.4 | 0.9 | 59.7 | 0.5 | 1 | 13.6 | 0.6 | -4.3
O=C(Nc1cccc(-c2cn3c(n2)SCC3)c1)c1ccc2c(c1)OCO2 | 0.8 | 21.5 | 1.39 | 1 | 4.1 | 1 | 1 | -3.5 | 1 | -14.5
CC(C)=CC[N+]1(C)CCCCC1 | 1 | -3.9 | 0.96 | 1 | 7.9 | 0.9 | 0.6 | -2.0 | 0.9 | -5.6
O=C(Nc1c2c(nc3ccccc13)CCCC2)c1cccc([N+](=O)[O-])c1 | 1.1 | -7.6 | 0.64 | 1 | -0.3 | 1.1 | 1.2 | 1.1 | 0.9 | -13.5
O=C1CC(Nc2ccc(N3CCOCC3)cc2)C(=O)N1Cc1ccccc1 (stereo not drawn) | 1 | -0.2 | 1.22 | 1 | 3.6 | 1 | 1 | 3.9 | 1.1 | -5.0

New compounds follow.
SMILES | FLuc stim CS | FLuc inhib CS | NF-kB expr up | TNAP act hi DEA | APP 5'UTR act | PMI act satM6P | bIAP act | TNAP inh hiacc | PMI act | TNAP inh noacc
Cc1csc(SCC(=O)NC(=O)NC(C)(C)C)n1 | 1 | -3.3 | 1.17 | 1 | 19.1 | 1.1 | 0.9 | 1.0 | 1.1 | -7.8
Cc1cccc(N2C(=O)c3cccc4c(N5CCCCC5)c([N+](=O)[O-])cc(c34)C2=O)c1C | 1.1 | -8.6 | 1.15 | 0.9 | -19.8 | 1.1 | 0.9 | 5.9 | 1 | 5.4
Cc1ccc(N2CCN(C(=O)N3CCOCC3)CC2)c(C)c1 | 1.1 | -5.1 | 1.15 | 1.1 | 4.9 | 1.1 | 1 | -6.5 | 1.1 | -6.2
COc1cccc(/C=N/NC(=O)CSc2ccccc2C)c1O | 1 | 4.4 | 1.5 | 1 | -16.0 | 1.2 | 0.9 | 1.1 | 1.1 | -99.4
C(=N\c1nc2ccccc2[nH]1)/c1cccs1 | 0.3 | 70.8* | 1.16 | 1 | -11.2 | 1 | 1 | -4.1 | 1 | -6.0
CCn1ncc(C2=NOC(C(=O)NCC(C)C)C2)c1C (stereo not drawn) | 1.1 | -7.1 | 1.59 | 1.1 | / | 1 | 0.9 | -7.4 | 1 | -24.2
CCCOc1ccccc1NC(=O)Nc1ccccc1Cl | 1 | -1.5 | 0.92 | 1 | -8.9 | 1.1 | 0.9 | 1.4 | 1.1 | -43.9
O=C(CSc1nc2c(sc3ccccc32)c(=O)n1CCO)NCc1ccco1 | 1 | -3.0 | 1.06 | 1 | 13.8 | 1 | 1 | 1.3 | 1 | -9.2
N#CCCn1cc(CNCc2ccccc2)c(-c2cccc([N+](=O)[O-])c2)n1 | 1.1 | -10.1 | 1.3 | 1.1 | -7.7 | 0.9 | 1.1 | -7.4 | 1 | -6.4
O=c1c2c3c(sc2nc(NCCO)n1Cc1ccco1)CCCCC3 | 1 | 4.1 | 1.81 | 1 | 3.3 | 0.9 | 0.8 | 1.6 | 0.9 | 0.5
O=C(Nc1ccccc1)C1=C[C@@H](C2CC2)C[C@@H](OCCCCO)O1 | 0.9 | 5.3 | 1.08 | 1.1 | 37.6 | 0.8 | 0.9 | -6.3 | 0.9 | -6.8
O=C1CCC(C(=O)OC(C(=O)c2c[nH]c3ccccc23)c2ccccc2)=NN1 (stereo not drawn) | 1.1 | -5.8 | 1.06 | 1 | 11.4 | 1 | 1 | 0.2 | 1 | -13.3
CCOc1ccc2c(c1)nc(SCC(=O)c1ccc(Br)s1)n2C | 1.1 | -5.1 | 1.96 | 1 | 15.8 | 1.2 | 0.9 | 1.3 | 1 | 3.4
COc1ccc(C(=O)NC(=S)NC2CCSC2=O)cc1 (stereo not drawn) | 1 | 1.3 | 1.3 | 0.9 | 7.6 | 1 | 1 | 5.1 | 0.9 | 8.3
CCCC(=O)Nc1ccc(C(=O)N/N=C/c2ccc([N+](=O)[O-])o2)cc1 | 1 | 0.4 | 0.65 | 0.9 | -96.2 | 0.7 | 1.4 | 11.0 | 1 | 7.6
COc1ccc(-c2cc(C(F)F)n3ncc(C(=O)N4CCCCC4)c3n2)cc1 | 1 | -3.2 | 1.3 | 1.1 | 4.5 | 1 | 1 | -5.7 | 1 | -12.9
N=c1n(-c2ccccc2)c(O)cc(=O)n1-c1ccccc1 | 1.1 | -9.8 | 1.1 | 1 | 4.6 | 1 | 1 | -2.2 | 1 | -6.9
CCOC(=O)CNC(=O)C12CC3CC(CC(C3)C1)C2 | 1 | -0.7 | 1.25 | 1 | -3.0 | 1.1 | 1.1 | -0.2 | 1.1 | -1.9
COc1ccc(C2=NN(C(=O)CSc3nnc(C)n3C)C(c3ccco3)C2)cc1 (stereo not drawn) | 1 | 2.3 | 0.96 | 1 | 20.8 | 1.2 | 1 | -2.6 | 1.2 | -0.4
NC(=O)c1nn(-c2ccc(Cl)cc2Cl)c(=O)cc1O | 1 | -4.3 | 2.35 | 1 | 17.0 | 0.9 | 1.1 | -1.3 | 0.9 | -2.4
CC(C)CC(=O)N1CCC(N2CCN(c3ccccc3)CC2)CC1 | 1 | -4.2 | 0.99 | 1 | -2.1 | 1 | 1.1 | -2.2 | 1 | -0.2
CN(CC(=O)O)S(=O)(=O)c1cc(Cl)ccc1Cl | 1 | -3.2 | 1.07 | 1 | -6.2 | 1 | 1 | -2.1 | 0.9 | -9.2
COC(=O)c1ccc(Cn2nc(C)c(Br)c2C)cc1 | 1.1 | -6.1 | 1.06 | 1 | 1.0 | 1 | 0.8 | -3.7 | 1 | -10.0
COc1ccc(-n2nc3c(c2NC(=O)C2CCCC2)CS(=O)C3)cc1 (stereo not drawn) | 1.1 | -9.4 | 0.91 | 1.1 | -2.3 | 1 | 0.9 | -6.4 | 1 | -9.3
COc1ccccc1NC(=O)Nc1cccc(C(=O)O)c1 | 1 | 1.9 | 1.16 | 1 | -2.0 | 1.1 | 1.1 | -0.8 | 1.2 | -3.6
CCOc1cccc(NC(=O)C(Cc2cccs2)c2nn[nH]n2)c1 (stereo not drawn) | 1.1 | -8.4 | 1.05 | 1 | 3.6 | 1 | 0.8 | -2.8 | 1 | -19.7
Cc1ccc(-c2onc3ccc(Cl)cc23)cc1 | 1 | 2.7 | 1.11 | 1 | 13.0 | 0.9 | 1.1 | -3.2 | 1 | -21.5
COc1ccc(-c2cc(C(=O)N(C)Cc3ccccc3)no2)cc1OC | 1.1 | -5.5 | 1.01 | 1 | 2.4 | 0.8 | 1 | -0.1 | 0.8 | -5.6
CC(C)(C)C(=O)NC(=S)Nc1ccccc1C(N)=O | 1.1 | -8.0 | 1.57 | 1 | 13.9 | 0.9 | 1 | 0.9 | 0.9 | -12.5
O=C1/C(=C/c2cccnc2)SC(=S)N1c1ccccc1 | 1 | -4.9 | 1 | 1 | -7.2 | 0.8 | 1 | 1.7 | 0.8 | 5.8
COc1ccccc1N1CCN(C(=O)C(=O)N/N=C/c2cccc(O)c2)CC1 | 1 | -3.7 | 1.31 | 1 | -9.3 | 0.9 | 0.9 | -4.2 | 0.8 | -10.8
COc1ccccc1NC(=O)c1ccc(COc2ccc3c(c2)CCC3)cc1 | 1.1 | -5.6 | 1.01 | 1 | 32.4 | 0.9 | 1 | -1.1 | 0.9 | -14.9
O=C(NC1CCN(Cc2ccccc2)CC1)C1COc2ccccc2O1 (stereo not drawn) | 1.1 | -7.5 | 0.74 | 1 | 2.5 | 1 | 0.9 | -0.2 | 1 | -7.9
Oc1c(N=Nc2ccccn2)ccc2ccccc12 | 0.1 | 90.7* | 3.56* | 0.7 | -82.2 | 0.7 | 0.9 | 34.5 | 0.8 | 38.4
CCOc1ccc(NC(=O)c2cnc3scc(C)n3c2=O)cc1 | 1 | 2.4 | / | 1 | 27.9 | 0.9 | 0.8 | -1.8 | 0.9 | -5.9
Cc1nnc(SCC(=O)NCCN2C(=O)CSC2=O)n1-c1ccccc1 | 1 | -3.0 | 0.94 | 1 | 17.8 | 1 | 0.9 | 1.4 | 0.9 | -12.2
Cc1ccc(C)c(OCC(=O)NCC(C)C)c1C | 1.1 | -5.6 | 0.96 | 1.1 | -16.3 | 0.9 | 1.1 | -6.8 | 1 | -9.0
Cc1ccc(S(=O)(=O)N2CCC(=O)N(C(COC(=O)Nc3ccccc3)Cc3ccccc3)CC2)cc1 (stereo not drawn) | 1 | -4.7 | 0.72 | 1 | 33.3 | 1 | 0.6 | -2.0 | 1 | -11.4
Cc1ccc(NC(=O)CCCC(=O)O)c(Br)c1 | 1.1 | -5.4 | 1.02 | 1.1 | 18.1 | 0.9 | 1 | -7.1 | 0.9 | -12.5
